Bioassay records (PubChem)
TNAP Pi inh = inhibitors of human tissue-nonspecific alkaline phosphatase; 21,000 tested, under 10 active; inhibition, % at 20 µM; purified TNAP, pNPP, malachite green phosphate absorbance; P05186
Target sequence (P05186 whole entry, looked up): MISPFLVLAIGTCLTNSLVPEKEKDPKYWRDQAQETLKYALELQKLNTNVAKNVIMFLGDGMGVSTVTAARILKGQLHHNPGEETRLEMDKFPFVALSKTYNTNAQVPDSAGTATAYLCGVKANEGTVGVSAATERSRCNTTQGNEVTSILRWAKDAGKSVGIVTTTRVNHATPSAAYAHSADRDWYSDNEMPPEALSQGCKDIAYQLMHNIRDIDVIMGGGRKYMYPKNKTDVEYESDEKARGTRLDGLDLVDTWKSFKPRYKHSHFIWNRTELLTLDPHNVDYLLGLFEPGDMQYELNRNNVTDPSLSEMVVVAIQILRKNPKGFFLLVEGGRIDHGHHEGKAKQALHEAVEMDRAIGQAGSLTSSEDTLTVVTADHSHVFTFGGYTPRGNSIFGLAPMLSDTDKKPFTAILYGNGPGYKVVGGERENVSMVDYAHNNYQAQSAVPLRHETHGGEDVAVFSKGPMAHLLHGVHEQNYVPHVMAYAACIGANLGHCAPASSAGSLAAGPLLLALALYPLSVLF
TNAP inh pNP = blocks human TNAP p-nitrophenol release. AID 615. purified TNAP, pNPP hydrolysis, absorbance 405 nm. inhibition, % at 20 µM. 21,000 tested, under 10 active. P05186;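 also: 0% = DMSO only wells and 100% = 1 mM levamisole wells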
An asterisk follows results filed as active.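 The calls were made as follows: active = inhibition above 50% at the 20 µM single-dose screen; inactive = the rest.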 A portion of the library; count on the stated rates, not on these rows.

SMILES | TNAP Pi inh | TNAP inh pNP
CN(C)c1ccc(-c2nnc(-c3ccc(S(=O)(=O)C(F)F)cc3)o2)cc1 | 12 | 1
OCCNc1ncnc2c1c(-c1ccccc1)c(-c1ccccc1)n2Cc1ccco1 | -7 | -9
Cc1nn2c(N3CCCC3)cc(C(C)C)nc2c1-c1ccccc1 | 13 | 8
COC(=O)C1=C(C)NC(=O)C1(Nc1nccs1)C(F)(F)F (centres undefined) | 16 | 2
CCOC(=O)C1/C(=N\O)CC(C)(O)C(C(=O)OCC)C1c1ccc(OC)c(OC)c1 (centres undefined) | 8 | 3
COc1ccc(NC(=O)C2CCC(C)(C(=O)O)C2(C)C)cc1 (centres undefined) | 2 | -1
COc1ccc(-c2nnc(SCC(=O)OC3CCCCC3)o2)cc1OC | -5 | 0
CC1(C)CNC(=O)C=C(c2ccccc2)C1 | -2 | -8

The list goes on; it opens with the 3 that closed the last part.
SMILES | TNAP Pi inh | TNAP inh pNP
COc1ccc(NC(=O)C2CCC(C)(C(=O)O)C2(C)C)cc1 (centres undefined) | 2 | -1
COc1ccc(-c2nnc(SCC(=O)OC3CCCCC3)o2)cc1OC | -5 | 0
CC1(C)CNC(=O)C=C(c2ccccc2)C1 | -2 | -8
CS(=O)(=O)Nc1ccc2c(c1)nc1n2CCOC1 | 7 | 2
CCOC(=O)C1C(C#N)=C(N)OC(C)=C1c1ccncc1 (centres undefined) | 12 | 4
COC(=O)CSc1nc2c(c(-c3ccco3)c1C#N)CCCC2 | 11 | 0
CC1(c2ccccc2)NC(=O)N(CCN2C(=O)c3ccccc3C2=O)C1=O (centres undefined) | 8 | 0
CCOc1ccc(-c2n[nH]c(C)c2Oc2ccccc2OC)c(O)c1 | 7 | 9
O=S(=O)(Nc1ccc2c(c1)OCCO2)c1cccs1 | 2 | 3
Cc1cc(NC(=O)c2oc3ccccc3c2C)ccc1-n1cnnn1 | 1 | -1
COCc1cc(C)nc2sc(C(=O)OC(C)C)c(N)c12 | -27 | -3

Looked up above.
TNAP inh pNP, COCc1cc(C)nc2sc(C(=O)OC(C)C)c(N)c12 reads -3
TNAP inh pNP, COC(=O)CSc1nc2c(c(-c3ccco3)c1C#N)CCCC2 reads 0
TNAP inh pNP, CS(=O)(=O)Nc1ccc2c(c1)nc1n2CCOC1 reads 2

The listing continues.
SMILES | TNAP Pi inh | TNAP inh pNP
O=C1C=C(O)CC(c2ccco2)C1 (centres undefined) | -24 | -1
Cc1ccc(C(=O)O)c(C(=O)Nc2nc(C)cs2)c1 | 6 | 3
CCc1nc2ccccc2c(=O)n1NC(=O)c1c(O)c2ccccc2[nH]c1=O | 7 | 4
CCOC(=O)c1cnc(-n2nc(C)cc2C)nc1NCc1ccc2c(c1)OCO2 | 12 | 4
CCN1CCN(S(=O)(=O)c2cc(OC)ccc2OC)CC1 | 7 | 2
CCOc1ccc2nc(NC(NC(=O)CC)(C(=O)OC)C(F)(F)F)sc2c1 (centres undefined) | 11 | 4
COc1ccc(/C(O)=C2/C(=O)C(=O)N(CCN(C)C)C2c2ccc(OC)c(OC)c2)c(C)c1 (centres undefined) | 6 | 0
CCOC(=O)c1c(C)[nH]c(C(=O)COC(=O)c2ccc(N3CCCC3=O)cc2)c1C | 18 | 2
O=C(CNS(=O)(=O)c1ccc(F)cc1)N1CCN(c2ccccc2)CC1 | 11 | -2
COCCN(C(=O)C(F)(F)F)C(C(=O)NC1CCCCC1)c1ccco1 (centres undefined) | 8 | 0
Cn1c(SCC(=O)N2CCCc3ccccc32)nnc1-c1ccccc1 | 16 | -1
N#Cc1ccc(NC(=O)N2CCC(c3nc4c(nnn4Cc4cccc(Cl)c4)c(=O)[nH]3)CC2)cc1 | 10 | 3
COc1cc2ccc(=O)oc2c(O)c1OCC=C(C)C | 6 | 1
O=C1OC(Nc2ccc(F)cc2F)c2ccccc21 (centres undefined) | 10 | 6
CN1CCN(CCCN2c3ccccc3Sc3ccc(Cl)cc32)CC1 | 4 | 1
COc1cccc(C(=O)N(Cc2ccc3c(c2)OCO3)Cc2nc3ccccc3c(=O)[nH]2)c1 | 8 | 5
Cc1nc(SCc2c(F)cccc2Cl)n[nH]1 | -16 | 6
COc1ccc(C(OC(=O)c2ccco2)C(=O)NC2CCCCC2)cc1OC (centres undefined) | 5 | 3
CCCNCC(O)COc1ccccc1C(=O)CCc1ccccc1 (centres undefined) | -7 | -6
CNC(=O)CSc1nnc(CCc2ccccc2)n1-c1ccccc1 | 1 | -9
O=C(OCC(=O)N1CCCc2ccccc21)c1ccc(Br)o1 | 15 | -2
COc1ccccc1NC(=O)Cc1noc(CN(C)Cc2cccs2)n1 | 11 | 6
CC1(C(=O)CSc2ncn[nH]2)CCC(=O)O1 (centres undefined) | -11 | 5
COc1ccccc1C(=O)Nc1ccc2c(c1)OCO2 | 7 | 2
CCOC(=O)N1CCN(S(=O)(=O)c2ccc(OC)c3ccccc23)CC1 | 2 | 0
CCCCOC(=O)CSc1nnc(N)s1 | 2 | -1
Cc1nn(-c2ccccc2)c2sc(C(=O)N(CC(=O)NC(C)(C)C)Cc3ccco3)cc12 | 7 | 4
COCCCNC(=O)CN(Cc1ccc(Cl)cc1)S(C)(=O)=O | 10 | 5
COc1ccc(OC)c(S(=O)(=O)Nc2cc(OC)c(Cl)cc2OC)c1 | 7 | 1
COC(=O)c1cccc(N(C(=O)CNC(=O)c2ccco2)C(C(=O)NC2CCCC2)c2ccco2)c1 (centres undefined) | 10 | -2
COc1ccc(Br)cc1C(=O)O | 0 | 0
COc1ccccc1C(=O)Nc1ncc2c(n1)CC(c1ccco1)CC2=O (centres undefined) | 9 | 3

2 entries from above, with the structure last:
TNAP Pi inh,TNAP inh pNP,compound
10,-2,COC(=O)c1cccc(N(C(=O)CNC(=O)c2ccco2)C(C(=O)NC2CCCC2)c2ccco2)c1 (centres undefined)
10,3,N#Cc1ccc(NC(=O)N2CCC(c3nc4c(nnn4Cc4cccc(Cl)c4)c(=O)[nH]3)CC2)cc1

(cont.)
SMILES | TNAP Pi inh | TNAP inh pNP
Cc1ccc(S(=O)(=O)N2CCC(C(=O)N[C@@H](C)C(=O)Nc3ccc4c(c3)OCO4)CC2)cc1 | 2 | 0
Brc1ccc(CSc2ncn[nH]2)cc1 | 10 | 14
CC1(C)C(=O)Nc2ccccc2N1C(=O)CN1C(=O)c2ccccc2C1=O | -22 | 2
Cc1ccc(S(=O)(=O)NCC(=O)N(CCc2ccccc2)CC(=O)NCc2ccco2)cc1 | 10 | 6
Cc1nnc(SCCC#N)n(CCC#N)c1=O | 10 | 5
CCOC(=O)c1[nH]c2ccc(OC)cc2c1NC(=O)CCN1CCC(C)CC1 | 0 | 0
CN(Cc1nc(-c2cccnc2)no1)S(=O)(=O)c1ccccc1 | 8 | -2
O=C(NCc1cccnc1)c1ccc(=O)oc1 | -14 | 8
O=C1NC(=O)C(c2cn(-c3ccccc3)nc2-c2ccc(F)cc2)N1 (centres undefined) | 7 | 5
Cc1c(/C(O)=C2\C(=O)C(=O)N(CCN(C)C)C2c2cccnc2)cnn1-c1ccccc1 (centres undefined) | 6 | 1
COc1cccc(Oc2cn[nH]c2-c2ccc(OC)cc2O)c1 | 19 | 9
Cc1nnc(SCC(=O)N2CCN(S(=O)(=O)c3ccc(Cl)cc3)CC2)n(N)c1=O | 7 | 8
O=C1C2C3CCCC3=C3CCCC3C2C(=O)N1c1ccc(Cl)cc1 (centres undefined) | 11 | 8
COc1ccc(N2CCN(C(=O)CSc3ncccc3-c3nc4ccccc4[nH]3)CC2)cc1 | 7 | 5
Cc1ccc(/C(O)=C2/C(=O)C(=O)N(Cc3cccnc3)C2c2ccccn2)cc1 (centres undefined) | 4 | -1
CCOC(=O)c1c(C)[nH]c(C)c1C(=O)Cn1nnc(-c2ccccc2C)n1 | 4 | 4
CCCC(=O)C1=C(c2ccccc2)C(C#N)(C#N)C(C#N)=C1N | 3 | 1
CSc1nc(-c2ccccc2)ccc1C(N)=O | 0 | 0
Cc1cc(=O)oc2cc(OCC3CC(c4ccc(N(C)C)cc4)=NO3)ccc12 (centres undefined) | 9 | 5
O=C(O)CCC(=O)Nc1ccc(C(=O)OC2CCCCC2)cc1 | 3 | -4
CCOC(=O)COc1cc2c3c(c(=O)oc2cc1C)CCCC3 | 10 | 3
C=CCOC(=O)Nc1c(C(=O)OC)[nH]c2ccccc12 | -4 | 6
COc1ccc(NC(=O)c2cccc(-n3cnnn3)c2)cc1 | 15 | 0
CN(C)c1cccc(C(=O)OCC(=O)NCC2CCCO2)c1 (centres undefined) | 11 | 0
O=C(CN(C(=O)CCC(=O)Nc1nccs1)c1ccc2c(c1)OCCO2)NCc1ccco1 | 12 | 6
CN(CCOC(=O)c1cccc(Br)c1)C(C)(C)C | 1 | 2
CCOC(=O)c1[nH]c2ccccc2c1N=CN(CC)CC | 5 | -1
Cc1ccc2cccc(S(=O)(=O)n3nc(C)cc3C)c2n1 | 8 | 2
O=C(Nc1ccc(F)cc1F)c1ccc(COc2c(F)c(F)cc(F)c2F)o1 | 0 | 0
Cn1c(CCN2CCOCC2)nc2cc(NC(=O)COc3ccc(Cl)cc3)ccc21 | 1 | 7
CC#CCN(CC#CC)S(=O)(=O)c1ccc(-n2cnnn2)c(OC)c1 | 20 | 3
CC1CN(S(=O)(=O)c2cccs2)CC(C)O1 (centres undefined) | 10 | -1

Part of the list above in order of formula weight, smallest number first:
SMILES | TNAP Pi inh | TNAP inh pNP
CC1CN(S(=O)(=O)c2cccs2)CC(C)O1 (centres undefined) | 10 | -1
CCOC(=O)c1[nH]c2ccccc2c1N=CN(CC)CC | 5 | -1
Cc1ccc2cccc(S(=O)(=O)n3nc(C)cc3C)c2n1 | 8 | 2
CN(C)c1cccc(C(=O)OCC(=O)NCC2CCCO2)c1 (centres undefined) | 11 | 0
CN(CCOC(=O)c1cccc(Br)c1)C(C)(C)C | 1 | 2
CC#CCN(CC#CC)S(=O)(=O)c1ccc(-n2cnnn2)c(OC)c1 | 20 | 3
Cn1c(CCN2CCOCC2)nc2cc(NC(=O)COc3ccc(Cl)cc3)ccc21 | 1 | 7

Later entries:
SMILES | TNAP Pi inh | TNAP inh pNP
COc1ccc(CC(=O)N2CCN(C(=O)c3ccco3)CC2)cc1 | 12 | 0
CCc1nc2ccccc2c(C(=O)OCC(=O)Nc2ccc(S(=O)(=O)N3CCOCC3)cc2)c1C | 10 | 13
CCC(=O)Nc1cccc(NC(=O)CSc2nnc(C3CC3)n2C)c1 | 0 | 4
N#CC1=C(C=Nc2ccccc2O)CCC1 | 4 | 1
CCC(Sc1nc(=O)cc(N)n1-c1cccc(C)c1)C(=O)Nc1cc(C)on1 (centres undefined) | 9 | -1
Cn1c(=O)c2c(nc(OCC3COC(C)(C)O3)n2Cc2ccccc2F)n(C)c1=O (centres undefined) | 12 | 6
CCOC(=O)c1oc2ccc(S(=O)(=O)Nc3ccc4c(c3)n(C)c(=O)n4C)cc2c1C | 19 | 2
COC(=O)C1=CNC=C(C(=O)OC)C1c1cccc(OC)c1 | 4 | 5
Cc1cc(C)n(S(=O)(=O)c2ccc(C(C)(C)C)cc2)n1 | 8 | 1
CN(C)C(=O)Cn1nc(-c2ccccc2)c2ccccc2c1=O | 3 | 0
Cc1nc(NC2=NCN(C3CCCCC3C)CN2)nc2ccccc12 (centres undefined) | -21 | 4
O=c1[nH]cnc2scc(-c3cccs3)c12 | 13 | 10
CC(=O)OCc1c(F)c(F)c(-n2nc(C)cc2C)c(F)c1F | 6 | 3
COc1ccc(S(=O)(=O)N2CCN(C)CC2)cc1Br | 6 | 2
Cc1cccc(OCc2nnc(N)s2)c1 | 8 | 7
Cc1cc(C)nc(N2CCC(C(=O)N3CCN(c4cc(Cl)ccc4C)CC3)CC2)n1 | 15 | 4
COc1ccc(-c2nc(C#N)c(N3CCCCCC3)o2)cc1 | 0 | 0
O=C(NC(C(=O)c1ccccc1)N1CCOCC1)c1ccccc1 (centres undefined) | -9 | -1
CC(Sc1ccccc1)C(=O)Nc1cccc(N(C)S(C)(=O)=O)c1 (centres undefined) | 9 | 0
CCOC(=O)c1cnc(-n2nc(C)cc2C)nc1Nc1cccc(C(=O)O)c1 | 13 | 5
O=C(CCc1ccccc1)NCc1ccccn1 | 5 | -2
CCOC(=O)c1c(N)c(C#N)cn1-c1ccccc1 | 7 | 0
Nc1ccc(-c2cnc(-c3ccc(N)cc3)nc2)cc1 | 5 | 1
Cc1nc2oc3c(NCc4ccccc4)ncnc3c2c2c1COC(C)(C)C2 | 6 | 2
